High-throughput results: PubChem BioAssay, Broad Institute
RAD52 inh = RAD52 DNA annealing inhibitors, primary screen, biochemical, FRET, single point, set 2; DNA repair protein RAD52 homolog (Homo sapiens), P43351; recombinant RAD52 DNA annealing, FRET fluorescence; inhibition, % at 18.7 µM; actives 0.46% (n = 360,000); AID 651710, 2012;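 active = every replicate showing at least 50% inhibition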
FN deposit inh = inhibitors of fibronectin matrix deposition, primary screen, AH1F cells, Alexa488-fibronectin fluorescence, plate reader | AH1F fibroblasts, overnight | inhibition, % at 12.6 µM | actives 0.086% (n = 350,000);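 active = mean inhibition across replicates of 30% or more, regardless of how many single replicates reach that level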;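 also: positive control wells lacked labelled fibronectin entirely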
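Assay system: AH1F fibroblast monolayer, labelled fibronectin deposition. Amount: 10000 cells per well. Also added: labelled fibronectin 24 nM. Compound: single-point pinned compound. Incubation: cell attachment 1 h, compound and FN exposure overnight. Detection: fluorescence after three HBSS washes, excitation 485 nm, emission 525 nm. Read-out: inhibition of fibronectin deposition signal.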
EWS-Fli block = EWS/Fli-driven NR0B1 reporter inhibitors, primary screen, A673 cells, NR0B1 luciferase, luminescence, MLPCN library; inhibition, % at 12.6 µM; actives 0.67% (n = 350,000); AID 651661, 2012; viability-normalised;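 active = mean inhibition of at least 50% after viability correction, with every replicate also passing that limit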;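 also: firefly luciferase signal divided by Alamar Blue viability fluorescence both relative to DMSO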
RAD54 branch = inhibitors of human RAD54 branch migration, primary screen, biochemical, fluorescence, single point; DNA repair and recombination protein RAD54-like (Homo sapiens), Q92698; RAD54 Holliday junction branch migration, FAM/BHQ fluorescence; inhibition, % at 10.4 µM; actives 0.14% (n = 360,000);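 active = mean normalized replicate activity at least 40 and at least half of replicates scoring 40 or more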;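 also: 0% = median of neutral control wells and 100% = median of positive control wells; inhibitors cause a drop in the FAM fluorescence signal; in these data hits start at about 50%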
Target sequence (Q92698 whole entry, looked up): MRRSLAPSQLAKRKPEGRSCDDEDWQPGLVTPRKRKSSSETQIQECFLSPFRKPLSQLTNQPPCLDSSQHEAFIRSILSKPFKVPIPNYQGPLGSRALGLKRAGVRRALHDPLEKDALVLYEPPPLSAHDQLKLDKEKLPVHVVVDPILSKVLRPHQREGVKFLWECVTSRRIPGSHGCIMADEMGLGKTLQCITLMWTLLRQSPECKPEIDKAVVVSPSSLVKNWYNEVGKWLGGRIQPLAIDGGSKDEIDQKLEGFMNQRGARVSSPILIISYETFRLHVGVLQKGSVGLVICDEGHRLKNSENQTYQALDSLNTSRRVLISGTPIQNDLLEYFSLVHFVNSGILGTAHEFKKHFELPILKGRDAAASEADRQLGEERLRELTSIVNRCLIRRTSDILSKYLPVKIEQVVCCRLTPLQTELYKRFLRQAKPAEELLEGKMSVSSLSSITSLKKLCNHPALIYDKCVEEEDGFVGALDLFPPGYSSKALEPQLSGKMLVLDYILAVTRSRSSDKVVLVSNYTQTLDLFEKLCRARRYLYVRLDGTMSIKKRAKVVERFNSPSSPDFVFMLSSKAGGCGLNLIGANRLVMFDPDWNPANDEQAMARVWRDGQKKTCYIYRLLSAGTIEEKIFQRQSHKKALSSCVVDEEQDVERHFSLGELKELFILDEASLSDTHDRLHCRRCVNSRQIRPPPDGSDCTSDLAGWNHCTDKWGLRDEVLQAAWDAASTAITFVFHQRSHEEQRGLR
E-sel inducer = E-selectin induction in HUVECs, primary screen, imaging, HUVEC, immunofluorescence imaging, single point | activation, % at 7.58 µM | AID 686992, 2013 | normalized: neutral wells 0, TNF-alpha wells 100 | actives 0.37% (n = 260,000);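 active = mean E-selectin-positive cell signal at least 10% of the positive control, reached in at least 60% of replicates, without over 20% cell loss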;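 also: in these data hits start at about 27%; measured in HUVEC primary endothelial cells; signal is the percent of cells scored E-selectin positive by PE staining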
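Read-out basis: % PE-positive cells; Test system: HUVEC primary endothelial cells; Technique: immunofluorescence imaging; Dosing: single-point compound dose.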
S100A4 MyoIIA = inhibitors of S100A4-myosin IIA peptide binding, primary screen, biochemical, fluorescence polarization, TAMRA-MyoIIA peptide. Protein S100-A4 (Homo sapiens), P26447. inhibition, % at 10.7 µM. actives 0.14% (n = 360,000). AID 652163, 2013;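 active = mean inhibition of at least 70% across replicates, with every replicate also reaching that level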
Target sequence (P26447 whole entry, looked up): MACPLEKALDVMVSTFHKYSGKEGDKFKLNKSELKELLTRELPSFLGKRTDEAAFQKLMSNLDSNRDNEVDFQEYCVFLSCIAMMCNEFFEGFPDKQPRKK
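Material: S100A4 monomer protein | Medium: HEPES pH 7.2 with CaCl2, KCl, NaCl, DTT, Triton | Reagent: Labelled myosin peptide probe, 5 nM | Doses: One dose per compound | Times: 5 min incubation before reading | Benchmarks: Neutral control DMSO, positive control TFP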
esBAF inh = Bmi1 luciferase reporter increase in mESCs, primary screen, esBAF inhibitor project, mouse ES cells, Bmi1 luciferase knock-in, single point. 24 h; 100% = twice the neutral-well signal. reporter increase, % at 12.5 µM. actives 2% (n = 350,000); in the data active = activation above about 40%;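 also: 0% = median of the plate's neutral control wells and 100% = double that signal; a rise in the Bmi1 reporter signal indicates esBAF inhibition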
XiGFP reactiv = activators of inactive X chromosome reactivation, primary screen, imaging, XiGFP fibroblasts, GFP high-content imaging, set 2; XiGFP mouse fibroblasts, % GFP-positive cells imaging, 3 d; cells co-treated with 5-aza-dC sensitizer; scaled so ellipticine positive control = 100%; activation, % at 7.58 µM; actives 0.055% (n = 360,000); AID 743238, 2013;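 active = mean normalized replicate activation at least 10% and every replicate at or above 10%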;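 also: 0% = median of on-plate neutral control wells and 100% = ellipticine 6 µM median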
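material = 68-5-11 XiGFP fibroblast line | medium = DMEM plus 5-aza-dC sensitizer | schedule = 3 days compound exposure | benchmarks = positive control ellipticine, 6 µM final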
An asterisk follows results filed as active; x = no result given.

SMILES	RAD52 inh	FN deposit inh	EWS-Fli block	RAD54 branch	E-sel inducer	S100A4 MyoIIA	esBAF inh	XiGFP reactiv
C[C@H]1CN([C@@H](C)CO)C(=O)c2cccc(NC(=O)C3CCCCC3)c2O[C@@H]1CN(C)S(=O)(=O)c1cccs1	-5	x	6	1	-0.6	-9	2	0.0
COC(=O)NC(NC(=S)Nc1ccc([N+](=O)[O-])cc1)C(Cl)(Cl)Cl (configuration not stated)	-4	x	16	-8	x	4	1	x
C[C@H](CO)N1C[C@H](C)[C@@H](CN(C)Cc2ccc(Cl)c(Cl)c2)Oc2c(NS(=O)(=O)c3ccc(Cl)cc3)cccc2C1=O	8	x	0	0	-0.3	3	2	-1.6
CCCNc1sc(S(=O)(=O)CCC)nc1S(=O)(=O)c1ccc(C)cc1	-11	-7	-6	x	0.6	-1	x	0.0
CCc1ccc(NC(=O)CCn2nc(C)c(S(=O)(=O)N3CCCCC3)c2C)cc1	4	0	6	7	0.5	4	-1	0.1
C[C@@H](O)CNC(=O)c1[nH]cnc1C(=O)N[C@H](C)c1ccccc1	-18	x	-17	-24	-1.6	-14	-1	0.4
CN(C)C(=O)C[C@@H]1CC[C@H]2[C@@H](COc3ccc(NC(=O)C4CCC4)cc3C(=O)N2C)O1	-21	6	6	x	-0.1	-9	x	0.0
CNC(=O)C[C@H]1CC[C@H]2[C@H](COc3ccc(NC(=O)Cc4cccs4)cc3C(=O)N2C)O1	x	-2	4	-3	0.1	x	-3	0.2
COc1ccc(-c2ocnc2C(=O)N2CCN(C(=O)C(c3ccccc3)c3ccccc3)CC2)cc1	8	-12	2	4	0.5	63	-2	0.3
CC(=O)c1cc2c(cc1NS(=O)(=O)c1ccc(F)cc1)OCO2	1	-10	-22	x	6.2	4	x	0.4
COc1ccc(C2=NOC(C(=O)Nc3cc(C)nn3-c3ccccc3)C2)cc1OC (configuration not stated)	4	1	4	14	0.4	0	-2	0.1
COc1ccc(Cc2nnc(SCC(=O)NC3(C#N)CCCCC3)n2N)cc1	2	0	-2	-9	-0.1	-3	-5	0.2
COc1ccc(C(C)NC(=O)c2ccncc2)cc1OC (configuration not stated)	-6	2	x	15	x	-7	x	0.0
Cc1ccc(CN2CCN(C(=O)C3CCC3)CC2)cc1	-11	x	6	-4	x	6	-7	x
COC(=O)[C@@H](N[C@H](/C=C/c1ccccc1)[C@@H](O)Cc1ccccc1)c1ccccc1	-2	-1	-21	x	1.1	0	x	0.5
O=C(C[C@@H]1CC[C@@H]2[C@H](COC[C@H](O)CN2Cc2nccs2)O1)NCc1ccccc1F	-16	2	-15	1	0.0	-8	5	0.1
COc1ccc2c(c1)CCc1cnoc1-2	-7	5	-8	-12	x	-4	6	-0.2
C[C@H](CO)N1C[C@H](C)[C@@H](CN(C)Cc2ccc(Cl)c(Cl)c2)Oc2c(NC(=O)Nc3ccccc3)cccc2C1=O	-3	-1	-1	4	x	5	-4	0.4
CCCNC(=O)Nc1ccc2c(c1)C(=O)N(C)C[C@H](OC)[C@@H](C)CN(C(=O)C1CCC1)[C@@H](C)CO2	-1	1	-5	7	0.1	0	1	-0.5
CN(C)C(=O)c1ccc(NC(=O)COC(=O)CCN=C2NS(=O)(=O)c3ccccc32)cc1	2	-7	-3	-7	-0.3	-2	3	0.0
O=C(COc1ccccc1F)Nc1ccc2[nH]c(=O)[nH]c2c1	-1	-3	-1	-3	1.1	0	-7	0.0
COC(=O)C[C@H]1CC[C@H]2[C@@H](COc3ccc(NS(=O)(=O)c4ccc(F)cc4)cc3C(=O)N2C)O1	3	-3	2	x	0.0	-29	x	0.0
Cc1ccc(NC(=O)CSc2nn(-c3ccccc3)c(=S)s2)cc1S(=O)(=O)N(C)C	x	-6	x	1	x	x	-6	0.3
Cc1ccc(-c2nnc(-c3cccc4ccccc34)o2)cc1	-16	x	-70	0	-0.4	3	54*	-0.1
COc1ccccc1-c1nnc2sc(-c3ccc(N(C)C)cc3)nn12	-12	-3	60*	3	x	12	x	0.3

esBAF inh: entries above that show a hit.
SMILES	RAD52 inh	S100A4 MyoIIA	esBAF inh
Cc1ccc(-c2nnc(-c3cccc4ccccc34)o2)cc1	-16	3	54*

Fetched by structure from the entries so far (four):
SMILES	RAD52 inh	FN deposit inh	EWS-Fli block	RAD54 branch	E-sel inducer	S100A4 MyoIIA	esBAF inh	XiGFP reactiv
COC(=O)C[C@H]1CC[C@H]2[C@@H](COc3ccc(NS(=O)(=O)c4ccc(F)cc4)cc3C(=O)N2C)O1	3	-3	2	x	0.0	-29	x	0.0
C[C@H](CO)N1C[C@H](C)[C@@H](CN(C)Cc2ccc(Cl)c(Cl)c2)Oc2c(NC(=O)Nc3ccccc3)cccc2C1=O	-3	-1	-1	4	x	5	-4	0.4
CC(=O)c1cc2c(cc1NS(=O)(=O)c1ccc(F)cc1)OCO2	1	-10	-22	x	6.2	4	x	0.4
O=C(C[C@@H]1CC[C@@H]2[C@H](COC[C@H](O)CN2Cc2nccs2)O1)NCc1ccccc1F	-16	2	-15	1	0.0	-8	5	0.1

Continued:
SMILES	RAD52 inh	FN deposit inh	EWS-Fli block	RAD54 branch	E-sel inducer	S100A4 MyoIIA	esBAF inh	XiGFP reactiv
COc1ccc2occ(C(C)=O)c2c1	-10	-3	x	-6	x	-3	-8	x
O=C(CSc1nnnn1-c1ccc(F)cc1)Nc1ccccc1F	-8	-9	-4	-10	x	-6	10	0.0
CC(C)C(NC(=O)c1ccccc1F)C(=O)Nc1nccs1 (configuration not stated)	-6	x	-2	x	x	1	x	-1.0
CN(C)/C=C1\C(=O)ON=C1c1ccccc1	-17	-8	1	x	x	-12	x	0.2
CCc1ccc(NC(=O)C2CCCN(S(=O)(=O)c3c(C)[nH]c(=O)[nH]c3=O)C2)cc1 (configuration not stated)	-16	-12	-4	x	x	1	x	0.2
C[C@H]1CN([C@@H](C)CO)C(=O)Cc2cc(NC(=O)C3CCCCC3)ccc2O[C@H]1CN(C)Cc1ccc(Cl)c(Cl)c1	-16	11	1	-2	0.8	-8	5	0.1
CCCN1CCCc2ccccc21	17	x	7	9	x	-19	-13	x
COc1ccc2oc(/C=C/N(C)C)c(C(=O)c3ccc(Cl)cc3)c2c1	-11	x	-1	2	x	-1	11	x
CC(C)(C)c1ccc(-n2ncc3c2CCCC3NC(=O)c2cnccn2)cc1 (configuration not stated)	-12	-11	-24	-1	x	3	-4	0.2
C[C@@H]1CCCCO[C@H](CN(C)S(=O)(=O)c2ccc(F)cc2)[C@H](C)CN([C@@H](C)CO)C(=O)c2cc(NC(=O)NC3CCCCC3)ccc2O1	-137	9	9	2	1.2	18	0	0.4
CCn1c(=O)c2c(nc(SCC(=O)N3CCCC(C)C3)n2C)n(C)c1=O (configuration not stated)	-4	4	1	3	x	5	6	0.3
CNC(=O)C[C@@H]1CC[C@@H]2[C@H](COC[C@@H](O)CN2C(=O)c2ccccn2)O1	18	-6	2	-3	-0.1	0	5	-0.1
O=C(CSc1ccc([N+](=O)[O-])cc1)NCC1CCCCC1	-7	6	-2	1	3.2	-1	5	0.1
COc1ccc(C(=O)C2CCCN(C(=O)c3cccnc3SC)C2)c(C)c1 (configuration not stated)	-6	-1	12	x	x	-2	x	0.1
C[C@H](CO)N1C[C@H](C)[C@@H](CN(C)Cc2ccc(Cl)c(Cl)c2)OCCCC[C@H](C)Oc2ccc(NC(=O)C3CCCCC3)cc2C1=O	-4	x	18	13	-0.1	-6	-4	0.0
O=C(O)c1cc(N/N=C/c2ccncc2)ccc1Cl	-13	-5	-2	-16	-0.3	0	0	0.0
CCCc1cc(=O)[nH]c(SCC(=O)NC2(C#N)CCCCC2)n1	-10	-8	8	5	1.0	1	-7	0.0
COc1ccc(/C=C/C(=O)c2ccc(OC)cc2OC)c(OC)c1	-12	x	-29	4	x	1	23	x
C=C(C)c1cccc(C(C)(C)NC(=O)NCCN(CC)CC)c1	11	-12	-2	x	-0.1	-9	x	0.0
COc1ccccc1NC(=O)NC1(C(=O)N2CCN(C)CC2)CCCCC1	-12	-13	-9	-1	x	-5	-3	0.1
C[C@H]1CN([C@@H](C)CO)S(=O)(=O)c2ccc(-c3ccccc3)cc2O[C@@H]1CN(C)S(=O)(=O)c1ccccc1F	-2	x	1	2	0.4	-5	7	-0.6
COc1ccc2c3c([nH]c2c1)[C@H](CO)N(C(=O)C1CCOCC1)CC31CCN(C)CC1	5	x	-6	x	-0.3	-13	x	0.0
COc1ccc(N2CCCn3c2nc2c3c(=O)n(Cc3ccc(C)cc3)c(=O)n2C)c(OC)c1	-19	0	-30	-1	x	1	6	-0.2
O=C(N[C@H]1CC[C@H](CC(=O)N2CCCCC2)O[C@H]1CO)c1ccc2c(c1)OCO2	-2	x	-2	3	-0.4	-2	0	-0.2
Cc1cc(C(=O)NNC(=O)C2CCCC2)c(C)o1	-2	x	-5	3	x	-3	0	0.0

Going on with the list.
SMILES	RAD52 inh	FN deposit inh	EWS-Fli block	RAD54 branch	E-sel inducer	S100A4 MyoIIA	esBAF inh	XiGFP reactiv
CCCCOC(=O)C1=C(C)NC(=O)NC1c1ccc(N(C)C)cc1 (configuration not stated)	-14	-5	-1	-9	x	-9	1	0.1
CN(C)CCNC(=O)/C=N/O	-4	-14	12	3	x	-2	x	0.0
CCC(=O)N[C@@H]1C=C[C@H](CC(=O)NCc2ccccc2OC)O[C@@H]1CO	2	x	-5	-1	0.8	-44	-3	0.0
COCCOC(=O)N1C(=O)[C@@]2(c3cc(C#Cc4ccc(OC)cc4)ccc31)[C@H](C(=O)NC[C@H](O)c1ccccc1)[C@H]1C(=O)O[C@H](c3ccccc3)[C@H](c3ccccc3)N1[C@@H]2c1ccc(O)cc1	12	x	8	-1	x	11	x	x
COc1ccc(-c2cc3nc(-c4ccccc4)cc(N4CCN(C(C)=O)CC4)n3n2)cc1	8	-10	11	9	-0.1	0	3	-0.1
CO[C@H](CN(C)Cc1cc(F)ccc1F)[C@@H](C)CN(C(=O)Nc1ccc(F)cc1)[C@H](C)CO	0	10	-12	2	0.0	1	4	0.0
CC(=O)N1[C@H](CO)[C@@H]2c3ccccc3N(C(=O)c3ccc(F)cc3)C[C@@H]21	x	2	4	2	0.0	x	0	-0.1
CCN(Cc1cnn(C)c1)Cc1nc(C2(c3ccc(C)cc3)CCCC2)no1	-7	-26	11	-5	0.3	-1	-2	0.0
CC(=O)Nc1cccc(Oc2nc(NCC3CC3)nc3ccsc23)c1	-9	x	-11	10	1.1	-6	1	0.2
CN1C(=O)c2cc(NC(=O)C3CCCC3)ccc2OC[C@@H]2O[C@H](CC(=O)NCc3ccccc3F)CC[C@H]21	15	-2	1	x	0.0	62	x	0.0
O=C(Nc1ccc2c(c1)OCCO2)C1CCCN1C(=O)Nc1ccc(F)cc1 (configuration not stated)	-8	3	7	9	0.2	0	-9	0.0
OC12CC3C[C@H](C1)C(N1CCOCC1)[C@@H](C3)C2 (some centres not stated)	-8	-3	13	-9	x	-5	1	0.3
